Assay outcomes: PubChem, National Center for Advancing Translational Sciences (NCATS)
ERK EGF block: EGF-driven ERK pathway inhibition; HEK293-V1b, EGF-stimulated phospho-ERK AlphaScreen; Potency, µM (titrated, usually from 11.5 µM), for inactives: at the top dose activity change, negative = inhibition, hits mostly inhibitors; hit rate 0.41% among 130,000; active = well fitted inhibition curve with a large enough effect; inconclusive = small, poorly fitted or top-dose-only effect, or effect the other way;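 also: plate controls were stimulated vehicle wells for no effect and unstimulated vehicle basal for full effect; nearly all actives have a fitted effect of over 55% in size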
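Readout: AlphaScreen signal for phosphorylated ERK in lysed HEK293 cells stably expressing V1b. Stimulus 25 nM EGF, 5 min, following 30 min compound exposure. Data scaled to DMSO basal and full EGF activation.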
Active calls of the source: *; ? = inconclusive; & = joins results of further samples; [ ] = another dose, or the depositor's remark. Potency is read from the fitted curve at half-maximal effect. Not all compounds are listed; rates above refer to the full screens.

SMILES	ERK EGF block
O=C1CCC(=O)N(O)CCCCCNC(=O)CCC(=O)N(O)CCCCNC(=O)CCC(=O)N(O)CCCCCN1	-15%[57.5 µM]
Cc1nc(C(=O)NNC(=O)c2c(-c3c(Cl)cccc3Cl)noc2C)cs1	-6%[57.5 µM]
Cc1nnc(NC(=O)CSc2nc3ccccc3o2)s1	3%
Cc1ccc(Oc2ccc(Cl)cc2NC(=O)c2ccc(F)cc2F)cc1	3%
COc1cccc(NC(=O)C(OC(=O)c2ccc([N+](=O)[O-])o2)c2ccccc2)c1 (stereo not drawn)	8%
COc1cc(/C=C2\C(=O)N(c3ccccc3)N=C2C)ccc1Oc1ccc([N+](=O)[O-])cc1[N+](=O)[O-]	-6%
COc1ccc(NC(=O)Nc2ncccc2C)cc1	-3%
CCOC(=O)C1CCC2(CC1)C(C#N)=C(N)Oc1n[nH]c(C)c12 (stereo not drawn)	3%
C/C(=N\NC(=S)NCc1ccccc1)c1ccccc1	13%
CCOc1ccc(CN2CCN(Cc3cccc4nonc34)CC2CCO)cc1 (stereo not drawn)	-2%[57.5 µM]
CC1=C(C(=O)OCC(Cl)(Cl)Cl)N2C(=O)C(NC(=O)Cc3ccccc3)C2SC1 (stereo not drawn)	14%
COc1ccc(CN(C)C(=O)COC(=O)c2c(-c3ccccc3Cl)noc2C)cc1	-7%
Cc1cc(C)c(C)c(S(=O)(=O)N2CCN(c3ccc(O)cc3)CC2)c1C	-7%
Cc1cc(-c2nc3ncccc3o2)ccc1NC(=O)CC(C)C	-5%
Cc1c(Cl)cccc1NC(=O)CC1SC(=NCC2CCCO2)NC1=O (stereo not drawn)	-1%
CCOc1ccc(C(=O)NC2CCN(C(=S)Nc3ccccc3C)CC2)cc1	-8%
Cc1ccccc1N1C(=O)CC(c2c[nH]c3ccccc23)C1=O (stereo not drawn)	4%
O=C1c2ccccc2C(Nc2ccc3nc(-c4cccnc4)[nH]c3c2)N1Cc1ccco1 (stereo not drawn)	1%
Cc1cc(=O)[nH]n(CCO)c1=O	2%[57.5 µM]
O=C(O)CCn1nnc2ccccc21	3%[57.5 µM]
CCOC(=O)N1CCc2c(sc3nc[nH]c(=O)c23)C1	-18%[57.5 µM]
CC(=O)Nc1cccc(NC(=O)Nc2cccc(Cl)c2C)c1	-5%
COc1cccc(C(=O)NCCSc2ccc(Br)cc2)c1	-2%
CCC(=O)N1CCN(c2ccc(NC(=O)c3ccccc3)cc2)CC1	-4%
Cc1ccccc1CSc1nnc(NC(=O)Cc2cccs2)s1	6%
O=C(NC(=S)N1CCN(c2ccc([N+](=O)[O-])cc2Cl)CC1)c1ccco1	1%
CCn1c(C)cc(C=C2C(=O)c3ccccc3C2=O)c1C	1%
Brc1ccc(C2NCCS2)cc1 (stereo not drawn)	-2%
COc1ccccc1CN1CCC2(CC1)CCN(C(=O)c1ccco1)CC2	9%
CCOC(=O)c1nc(NCc2ccccc2)c2ccccc2n1	-1%

By substructure, the compounds so far containing a furan ring, fused or not (4)
SMILES	ERK EGF block
COc1cccc(NC(=O)C(OC(=O)c2ccc([N+](=O)[O-])o2)c2ccccc2)c1 (stereo not drawn)	8%
O=C1c2ccccc2C(Nc2ccc3nc(-c4cccnc4)[nH]c3c2)N1Cc1ccco1 (stereo not drawn)	1%
O=C(NC(=S)N1CCN(c2ccc([N+](=O)[O-])cc2Cl)CC1)c1ccco1	1%
COc1ccccc1CN1CCC2(CC1)CCN(C(=O)c1ccco1)CC2	9%

Going on with the list:
SMILES	ERK EGF block
CCS(=O)(=O)c1nc(S(=O)(=O)c2ccc(Cl)cc2)c(NCCOC)s1	-2%[57.5 µM]
COc1ccc(NC(=S)Nc2ccccc2Cl)cn1	-1%
N#Cc1ccsc1NC(=O)CN(Cc1ccccc1)Cc1ccccc1	-1%
CNC1(C)C2CCC(C2)C1(C)C (stereo not drawn)	13%
CC1=C(c2ccc(Cl)cc2)[N+](=O)C(C)(C)N1[O-]	6%
Cc1cc(C)cc(NC(=S)N2CCC(NC(=O)c3ccccc3C)CC2)c1	6%
O=c1[nH]c(Cc2ccccc2)nc2ccccc12	2%
c1ccc(-c2cc(N3CCCCC3)c3ccccc3n2)cc1	-8%
O=C(COC(=O)c1ccc2c(c1)C(=O)N(c1cccc3ncccc13)C2=O)c1ccc(Cl)cc1	1%
COC(=O)Nc1ccc(S(=O)(=O)Nc2ccc(C(=O)O)cc2)cc1	5%
O=C(COC(=O)CNS(=O)(=O)c1c(Cl)cccc1Cl)Nc1ccccc1Sc1ccccc1	7%
Cc1ccc(N(CC(=O)N2CC(=O)Nc3ccccc32)S(=O)(=O)c2ccc3c(c2)OCCO3)cc1	6%
CC(C)(C)c1ccc(OCC(=O)N2CCCCCC2)c(Br)c1	-4%
Cn1nc(C(C)(C)C)c([N+](=O)[O-])c1C(=O)NCCO	6%
Cc1occc1C(=O)NCc1cccs1	7%
COc1cc(/C=C(\C#N)c2nc3ccc(C)cc3[nH]2)cc([N+](=O)[O-])c1O	-15%
COc1ccc(C2=CC3=C(Br)C(=O)C(C)(OC(=O)c4ccc(Cl)nc4)C(=O)C3=CO2)cc1 (stereo not drawn)	-8%
COCc1cc(C)n(CC(=O)Nc2cccc(C)c2)c(=O)c1C#N	-3%
COC(=O)c1ccc(COC(=O)c2cnccn2)cc1	0%[57.5 µM]
O=C(CN1C(=O)C2C3C=CC(C4CC34)C2C1=O)Oc1ccccc1 (stereo not drawn)	-17%
Cc1ccc(S(=O)(=O)N2CCCCC2)cc1NC(=O)C1CC(=O)N(Cc2ccccc2)C1 (stereo not drawn)	7%
COc1ccc(NC(=O)CSc2ccccn2)cc1	-10%
CN(CC(=O)Nc1ccc(N2CCOCC2)cc1)CC(=O)Nc1ccc([N+](=O)[O-])cc1Br	-1%
CCC(O)(CC)C(=O)N/N=C/c1cc(Br)cc(Br)c1O	11%[57.5 µM]
CN(C)c1ccc(-c2nnc(-c3cccs3)o2)cc1	3%
COc1cccc(N2C(C(C)=O)=NN(c3ccccc3)C2c2ccc(N3CCOCC3)cc2)c1 (stereo not drawn)	?
COc1ccccc1N1CCN(C(=O)Nc2ccc([N+](=O)[O-])cc2)CC1	2%
CCOC(=O)c1cnc(SC)nc1N1CCCC1	0%
Cc1cc(C)c2nc(NNC(=O)c3ccc(S(=O)(=O)N4CCc5ccccc5C4)cc3)sc2c1	?
COc1cc(/C=N/NC(=O)c2ccncc2)ccc1Oc1ccc([N+](=O)[O-])cn1	7%

Some values from the list:
ERK EGF block, COc1ccc(NC(=O)CSc2ccccn2)cc1 reads -10%
ERK EGF block, COc1cc(/C=N/NC(=O)c2ccncc2)ccc1Oc1ccc([N+](=O)[O-])cn1 reads 7%

An excerpt from above in order of the ERK EGF block value, low to high:
SMILES	ERK EGF block
COc1ccc(NC(=O)CSc2ccccn2)cc1	-10%
CCOC(=O)c1cnc(SC)nc1N1CCCC1	0%
Cc1ccc(S(=O)(=O)N2CCCCC2)cc1NC(=O)C1CC(=O)N(Cc2ccccc2)C1 (stereo not drawn)	7%

(further entries)
SMILES	ERK EGF block
COC(=O)c1ccc(NC(=S)NC2CCCCC2C)cc1 (stereo not drawn)	-4%
O=C(OCc1nc2scc(-c3ccccc3)c2c(=O)[nH]1)c1cc([N+](=O)[O-])ccc1Cl	-3%
CC(=O)N(C)c1ccc(NC(=O)C(F)(F)F)cc1	5%
CN(C)c1ccc([N+](=O)[O-])cc1C(=O)O	5%
O=C(Nc1cccc(Cl)c1Cl)c1cc(S(=O)(=O)NCCc2ccccc2)ccc1F	3%
O=C(COC(=O)Cn1cnc2ccccc21)Nc1cccc(S(=O)(=O)N2CCOCC2)c1	16%
CC(=O)c1ccc(-c2cccs2)s1	2%
CC(C)CSc1nc2ccccc2[nH]1	-9%
Cc1cc(N(C)C)ccc1[N+](=O)[O-]	6%
S=C(NCCCc1ccccc1)Nc1ccccc1Cl	-1%
O=C1CC(=O)N2N=C(c3ccc([N+](=O)[O-])cc3)SC2=N1	-12%
CCc1ccc(NC(=S)NC(=O)CC(C)C)cc1	5%
COCCNC(=O)CN(Cc1cccs1)C(=O)CCC(=O)Nc1nccs1	-2%
COc1cccc(/C=N/n2nnnc2N)c1OCc1ccccc1Cl	5%
CCOC(=O)C1=C(C)OC(N)=C(C#N)C1c1cncc(-c2ccc(F)cc2)c1 (stereo not drawn)	1%
COc1ccc(C(=O)NNC(=O)Cn2nnc(-c3ccc(OC)c(OC)c3)n2)cc1	-10%
O=C(N/N=C/c1ccc2nccnc2c1)c1ccc(Br)cc1	-11%[57.5 µM]
O=C(CCc1ccccc1)NCCSCc1c(F)cccc1Cl	2%
COC(=O)CC1C(=O)NCCN1C(=S)NC(=O)c1ccccc1[N+](=O)[O-] (stereo not drawn)	-11%
COc1ccc(CCNC(=O)Cn2cc(C(F)(F)F)cc(Cl)c2=O)cc1OC	-2%
CC1(C)Cc2nc3oc4c(=O)n(CC(=O)Nc5ccccc5)cnc4c3cc2CO1	8%
CC(C)N(C(=O)COC(=O)c1cncc(Br)c1)C(C)C	-2%
O=C(NN1C(=O)c2ccccc2NC1c1ccco1)c1ccc([N+](=O)[O-])cc1 (stereo not drawn)	-1%
c1ccc(C2[C@H]3CN(Cc4cccnc4)[C@H](c4ccccc4)C34CC2(c2cccnc2)C4)cc1 (stereo partly drawn)	1%
O=C(c1ccco1)N1CCN(Cc2cn[nH]c2-c2ccc(F)cc2F)CC1	2%
CCN(Cc1cc(=O)n2ccsc2n1)c1cccc2ccccc12	7%
CCc1ccc(-n2c(SCC(=O)Nc3cccc(S(=O)(=O)NC4=NCCCCC4)c3)nc3ccccc3c2=O)cc1	-3%
O=C(O)c1cccc(Oc2ncnc3sc4c(c23)CCCC4)c1	-9%
CCN1CCN(c2cc(C)c3cc(NC(=S)N4CCN(c5ccccc5)CC4)ccc3n2)CC1	5%
COc1ccc(/C=N/c2oc(C)c(C)c2C#N)c(OC)c1	10%
CCOC(=O)C1=C(C)N(CC(C)C)C(=O)C1	-2%
Cc1ccc(S(=O)(=O)N(C)C)cc1N	5%
COC(=O)[C@@]1(Cc2ccc(OC)cc2)[C@H]2c3cc(C(=O)N(C)C)n(CCc4ccc(OC)c(Br)c4)c3C[C@H]2CN1C(=O)c1ccccc1	-6%&2%
Cc1ccc(NC(=O)c2cc(=O)c3ccccc3o2)cc1S(=O)(=O)N1CCCCC1	?
CN(C)S(=O)(=O)c1cccc(NC(=S)NCCc2ccccn2)c1	3%
CCN1CCCc2cc(CN(CCN3CCOCC3)C(=S)Nc3ccc(OC)c(OC)c3)ccc21	1%
CC(C)(C)NC(=O)COC(=O)c1ccc(Cl)cc1O	9%
O=C(Nc1cccc(-c2cnc3ccccc3n2)c1)c1ccncc1	-7%
O=C1NC(c2ccccc2)=CC(c2ccccc2)N1 (stereo not drawn)	-3%
COC(=O)[C@@]1(Cc2ccccc2)[C@H]2c3cc(C(=O)N(C)C)n(Cc4ccccc4)c3C[C@H]2CN1C(=O)c1ccccc1	-16%
COc1ccc(C(=O)N2CCCCC2)cc1S(=O)(=O)Nc1cccc(C(=O)O)c1	7%
Cc1c(C(=O)O)oc2ccc(S(=O)(=O)NC3CCCCCCC3)cc12	-4%
COc1cccc(/C=N/NC(=O)Cn2cnc3c2c(=O)n(C)c(=O)n3C)c1	-6%[57.5 µM]
O=C(/C=C\c1ccco1)NC(=S)Nc1ccccc1O	2%[57.5 µM]
CCOC(=O)C1CCCN(C(=O)c2cc(-c3ccccc3)nc3ccccc23)C1 (stereo not drawn)	8%
COc1cc(SC)ccc1C(=O)NCCOc1ccc(C)c(C)c1	-1%
O=C(CCC1CCCN(C(=O)c2ccc3cc[nH]c3c2)C1)N1CCN(c2ccccn2)CC1 (stereo not drawn)	?
COc1cc(C(=O)NCC(c2ccco2)N(C)C)cc(OC)c1OC (stereo not drawn)	13%
Cc1cc(C)cc(NC(=O)Nc2cc(-c3ccccc3)nn2C)c1	8%[57.5 µM]
CC(C)n1cnc2c(NCc3ccccc3)nc(NCc3ccccc3)nc21	-10%[57.5 µM]

Nothing new here: an excerpt of the list.
SMILES	ERK EGF block
O=C(CCC1CCCN(C(=O)c2ccc3cc[nH]c3c2)C1)N1CCN(c2ccccn2)CC1 (stereo not drawn)	?
COc1cc(C(=O)NCC(c2ccco2)N(C)C)cc(OC)c1OC (stereo not drawn)	13%
Cc1cc(C)cc(NC(=O)Nc2cc(-c3ccccc3)nn2C)c1	8%[57.5 µM]
CC(C)n1cnc2c(NCc3ccccc3)nc(NCc3ccccc3)nc21	-10%[57.5 µM]

(further entries)
SMILES	ERK EGF block
CN(C)S(=O)(=O)c1cccc(NC(=O)COC(=O)/C=C/c2ccc(Br)o2)c1	4%[57.5 µM]
Nc1nccc(-c2cccs2)n1	-1%
CNC(=S)NNc1nc(C)cc(C)n1	?
O=S(=O)(c1ccc(NC(=S)N2CCN(c3ccccc3F)CC2)cc1)N1CCOCC1	?
CCOC(=O)COc1nc(-c2ccccc2)cc(-c2ccco2)c1C#N	2%[57.5 µM]
Cc1cc(F)c(F)c(C(=O)N2CCOCC2)c1Cl	3%
COc1ccc(CCNC(=O)CC(NC(=O)c2ccccc2Cl)c2ccccc2)cc1 (stereo not drawn)	0%
CCc1ccccc1NNC(=O)CCc1ccccc1	-7%[57.5 µM]
O=C(NCC(=O)N(c1cccnc1)C(C(=O)NC1CCCC1)c1cccs1)c1ccco1 (stereo not drawn)	-2%
Cc1nnsc1C(=O)N/N=C/c1c(F)cccc1Cl	1%
Cc1ccc(C(=O)NCCCc2ccccc2)s1	13%
